Source: PubChem (several laboratories)
PG9 binder: small molecules binding HIV-1 gp120 antibody PG9 | TR-FRET gp120-PG9 antibody binding | inhibition, % at 6.7 µM | 360,000 compounds, 0.43% hits | AID 624416; in the data active = inhibition above about 8.5%
hgDAF-12 ag: hgDAF-12 agonism, primary luciferase screen; HEK293 GAL4-hgDAF12 UAS-luciferase reporter, agonist luminescence; normalized to butyrate control; activation, % at 6.8 µM; 370,000 compounds, 1.8% hits;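 active = activation above a cutoff set at the mean of all screened compounds plus 3 SD, cut at about 10% in these data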;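 also: 0% = DMSO wells and 100% = sodium butyrate wells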
ADAM10 inh: ADAM10 inhibition, QFRET primary screen; inhibition, % at 7 µM; AID 720582; recombinant ADAM10, EDANS/DABCYL FRET peptide cleavage, 3 h; 370,000 compounds, 0.62% hits;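 active = inhibition above a per-campaign cutoff equal to the mean of compounds falling between control-based bounds plus 3 SD, cut at about 20% in these data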;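 also: 0% = DMSO wells while the 100% control is not disclosed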
Target sequence (O14672 214-748 limits assumed): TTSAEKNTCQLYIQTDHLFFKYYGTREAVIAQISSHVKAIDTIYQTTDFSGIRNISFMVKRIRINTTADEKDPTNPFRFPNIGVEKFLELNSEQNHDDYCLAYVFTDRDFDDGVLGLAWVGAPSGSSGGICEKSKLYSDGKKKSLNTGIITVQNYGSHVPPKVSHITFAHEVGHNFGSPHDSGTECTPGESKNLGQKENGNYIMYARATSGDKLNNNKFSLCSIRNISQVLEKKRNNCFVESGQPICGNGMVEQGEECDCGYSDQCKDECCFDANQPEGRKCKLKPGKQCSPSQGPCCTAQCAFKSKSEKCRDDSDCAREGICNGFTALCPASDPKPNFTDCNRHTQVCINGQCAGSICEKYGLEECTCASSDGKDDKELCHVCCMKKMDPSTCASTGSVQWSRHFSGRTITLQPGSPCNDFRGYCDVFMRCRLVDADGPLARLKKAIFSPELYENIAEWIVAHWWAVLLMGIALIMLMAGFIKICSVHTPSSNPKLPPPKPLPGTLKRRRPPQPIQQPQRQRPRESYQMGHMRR
hcDAF-12 act: activators of H. contortus DAF-12 nuclear receptor; HEK293 hcDAF-12 lit1-tk-luc reporter, luminescence; 0% DMSO, 100% Δ7-dafachronic acid; 370,000 compounds, 1.4% hits; activation, % at 6.8 µM;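 active = activation above the mean of all tested compounds plus 3 SD, cut at about 5.5% in these data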;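 also: 100% = response to 3 µM Δ7-dafachronic acid high control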
DAX1 inh-1: DAX1 (NR0B1) inhibition, primary screen; HEK293T StAR-luciferase reporter, SF-1/DAX-1 repression relief; inhibition, % at 6.8 µM; 370,000 compounds, 1.1% hits; AID 652010;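 active = inhibition above the mean over all tested compounds plus 3 SD, cut at about 3.6% in these data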;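 also: 0% = DAX-1 cells with DMSO and 100% = cells lacking DAX-1 with DMSO; higher inhibition means more luminescence from relief of DAX-1 repression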
DAX1 inh-2: NR0B1 (DAX1) inhibition; HEK293 Gal4-DAX1 luciferase reporter, luminescence; inhibition, % at 6.75 µM; 340,000 compounds, 0.99% hits; AID 504766;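 active = inhibition above the mean over all tested compounds plus 3 SD, cut at about 4.2% in these data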;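 also: 0% = DAX1-transfected cells with DMSO and 100% = empty-vector control cells with DMSO; inhibition shows as a rise in luminescence from relieved DAX1 repression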
Target sequence (P51843 207-470 limits assumed): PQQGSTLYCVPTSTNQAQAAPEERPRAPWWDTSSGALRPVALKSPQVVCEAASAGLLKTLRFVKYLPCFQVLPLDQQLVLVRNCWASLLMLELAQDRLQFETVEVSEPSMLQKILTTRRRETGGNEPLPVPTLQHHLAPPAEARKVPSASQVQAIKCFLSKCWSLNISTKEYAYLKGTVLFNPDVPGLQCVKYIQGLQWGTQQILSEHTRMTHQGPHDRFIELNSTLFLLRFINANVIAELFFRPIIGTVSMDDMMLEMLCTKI
NPR1 activator: GC-A (human) enzyme activation. activation, % at 10 µM. 370,000 compounds, 0.14% hits. AID 1671463. P16066. HEK293 GC-A cells, cGMP TR-FRET, EC30 ANP; 0% at EC30 ANP, 100% saturating ANP; in the data active = activation above about 40%
ADAM17 inh: inhibitors of human ADAM17. 370,000 compounds, 0.83% hits. inhibition, % at 6.95 µM. recombinant ADAM17, EDANS/DABCYL FRET peptide cleavage. P78536;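 active = inhibition above the mean of compounds lying between control limits plus 3 SD, set per campaign, cut at about 8.5% in these data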;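 also: 0% = DMSO-only wells as the low control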
FXN GAA850 act: activators of GAA850 frataxin (FXN) promoter; AID 540364; HEK293 lucGAA850 FXN promoter luciferase reporter, 24 h; percent of 10 µM SAHA response; 360,000 compounds, 0.56% hits; activation, % at 6 µM;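 active = activation above the average of all compounds screened plus 3 SD, cutoff fixed separately per campaign, cut at about 7.5% in these data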;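 also: 0% = DMSO wells and 100% = 10 µM SAHA wells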
ssDAF-12 act: S. stercoralis DAF-12 activation, primary screen; HEK293 ssDAF-12/GRIP1 lit1-tk-luc reporter, luminescence; % of 3 µM dafachronic acid response; activation, % at 6.8 µM; 370,000 compounds, 1% hits; AID 652126;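 active = activation above the mean over all tested compounds plus 3 SD, cut at about 0.9% in these data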;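 also: 0% = DMSO-only wells and 100% = 3 µM delta7-dafachronic acid wells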
SMARCA2 activ: activators of SMARCA2 function. activation, % at 9.1 µM. 370,000 compounds, 1% hits. MG213 cells, MMTV-luciferase reporter, dexamethasone, overnight; in the data active = activation above about 7.8%;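 also: 0% = vehicle wells and 100% = reference activator wells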
Starred values were filed as active, the others as inactive; i = inactive; nt = no result given. Compounds as they come (roughly 6.8% active in at least one column).

SMILES	PG9 binder	hgDAF-12 ag	ADAM10 inh	hcDAF-12 act	DAX1 inh-1	DAX1 inh-2	NPR1 activator	ADAM17 inh	FXN GAA850 act	ssDAF-12 act	SMARCA2 activ
CC(=O)NNC(=S)Nc1cc(S(=O)(=O)N(C)C)ccc1C	-0.2	1.2	1	-0.9	0.3	0.5	0	1	0.0	-0.9	-3
C/C(CC(=O)NC(C)c1ccccc1)=N\NC(N)=S (stereo not given)	2.0	0.1	-4	0.1	-0.2	2.3	3	-11	-0.2	-1.4	-2
CCOC(=O)[C@@H]1[C@H]2COc3ccc(Br)cc3[C@@H]2N2C(=O)N(c3ccccc3)C(=O)[C@@]12C	-0.1	1.7	-7	-1.8	-0.3	0.0	-9	-4	7.0	-0.8	1
CN(C)S(=O)(=O)c1cc(NC(=O)CN2CCOCC2)ccc1Cl	0.9	-2.4	7	1.2	0.6	-0.5	2	2	2.4	-1.6	-4
CCOC(=O)N1CCC(NC(=O)CN2C(=O)C(CC)Oc3ccc(C)cc32)CC1 (stereo not given)	-2.8	1.1	11	-1.7	0.2	1.3	-5	0	-0.9	-0.2	-3
N#Cc1nc(-c2ccc(Cl)cc2)oc1NCC1CCCO1 (stereo not given)	-1.3	2.5	i	4.0	0.5	0.5	4	-264	4.4	-1.6	2
COc1ccccc1C(=O)N(C1=NC(C)CS1)c1ccc(Cl)cc1 (stereo not given)	1.4	-1.6	10	0.7	-1.4	0.4	-15	1	-0.8	-0.8	0
Cc1cc(C)n2nc(SCC(=O)c3ccccc3)nc2n1	-1.4	0.0	0	0.8	-0.1	-2.6	6	-4	3.4	-1.8	2
O=c1[nH]c2cc3c(cc2cc1C(c1nnnn1CC1CCCO1)N1CCCCCC1)OCCO3 (stereo not given)	-1.1	2.7	-230	1.1	-0.8	0.3	1	-73	1.5	-1.3	0
O=C(NCCO)c1cccc(Nc2nc(-c3ccccc3)c3cc(Cl)ccc3n2)c1	-0.7	-3.4	-1	-2.5	-1.4	-1.4	-2	1	-0.3	-2.1	0
O=C(Nc1ccc(N2CCCC2)cc1)c1cc2ccccc2o1	1.2	3.2	3	0.9	0.4	2.2	6	0	5.5	-0.8	1
CCOc1ccc(N(CC(=O)NCCOc2ccc(C)cc2)S(=O)(=O)c2ccccc2)cc1	-1.1	0.2	-7	-0.6	0.3	-0.3	-3	-4	-0.4	-0.9	-4
O=C(c1ccc(S(=O)(=O)N2CCOCC2)cc1)N1CCc2ccccc21	2.1	-1.2	0	-0.9	-0.3	0.0	-2	-5	2.2	-0.6	-3
CC1CCCCN1C(=O)c1cc(S(=O)(=O)N2CCCCC2)c[nH]1 (stereo not given)	-0.4	-0.6	-16	1.5	-0.8	-0.4	3	-4	0.2	-1.3	-2
O=c1cccccc1NN=C1CCCCCC1	-0.7	3.9	0	1.4	0.9	2.8	-4	-3	4.2	-1.5	3
Cc1ccc(S(=O)(=O)Cc2ccc(C(=O)NC3CCCCCC3)o2)cc1	-1.2	-0.2	7	-2.4	-0.1	0.2	2	6	-0.9	-1.4	-4
COc1cc(/C=N/NC(=O)NC2CCCCC2)cc(OC)c1O	-2.0	-2.3	-29	-0.9	-1.1	0.8	-2	-7	1.5	-1.1	-3
Cc1cc(Cl)cc(C)c1OCC(=O)NC1CCCCCC1	-2.1	-0.2	-3	-1.6	-0.4	-0.5	1	-2	1.1	-1.0	0
CC(NC(=O)c1cc2ccccc2o1)C(=O)O (stereo not given)	1.8	0.2	4	-1.0	0.3	1.0	1	0	4.6	-0.7	1
COC(=O)[C@]12C[C@H](CC(=O)N3CCOCC3)C(=O)N(CCC3=CCCCC3)C1=C[C@H](C1CCCC1)O[C@@H]2C	nt	-1.9	4	-1.5	-0.3	nt	-6	0	nt	-1.8	-1
Oc1ccc(CNc2cccc(F)c2)c2cccnc12	nt	-2.7	12	-2.2	nt	nt	38	1	nt	-0.9	nt
O=C(Nc1nc(-c2ccc(Cl)s2)cs1)c1ccccc1	-1.4	3.6	10	-1.3	-0.3	-0.7	23	3	1.2	-1.0	-4
COC(=O)CCC(=O)CN	1.6	-2.4	-2	0.0	1.2	4.7*	1	-7	-0.3	-0.8	-8
CCN(CC)c1ccc(/C=N/NC(=O)CNC(=O)C2COc3ccccc3O2)c(O)c1 (stereo not given)	-4.8	-9.2	-28	-3.3	-9.4	-1.6	-1	-11	-1.8	-1.1	-1
O=C(C=Cc1cccc(O)c1)c1ccccc1O	2.9	12*	-17	3.2	-0.2	-0.2	0	3	3.5	-0.6	-2
COc1ccccc1OCc1nnc(SCC(=O)N2CCCCC2)o1	1.1	-1.2	-5	-1.6	-0.3	0.5	-6	-4	0.9	-1.4	-3
CCOc1ccc(N(CC(=O)NCc2ccco2)C(=O)CCC(=O)Nc2nccs2)cc1	1.2	-0.4	5	-0.7	-0.2	4.1	0	1	-1.7	-1.1	-1
CCCn1c(N)c(C(=O)CSc2nnc(C3CC3)n2Cc2ccccc2)c(=O)[nH]c1=O	-2.1	-1.0	-4	-1.9	-0.7	-0.1	3	-2	-1.1	-0.8	0
CCc1nc2c(OCCn3cccc3)cccn2c1N(C)C(=O)c1cccs1	1.5	-1.0	-17	-0.7	-1.2	nt	1	3	-1.7	-1.4	-3
CC(C)NC(=O)c1cc(-n2cnnc2)ccc1Cl	-1.3	0.1	-7	-1.5	-0.5	-0.9	0	-3	0.4	-1.4	2
CC(C)Nc1ncnc2c1ncn2[C@H]1CN(Cc2cccnc2)C[C@@H](CO)O1	0.7	-3.0	-15	-0.2	-0.5	nt	4	-6	-0.2	-0.6	-3
Cc1oc(-c2ccoc2)nc1CN(CC1CCC(=O)N1)C(C)C (stereo not given)	0.3	0.9	-7	1.6	-0.3	1.4	3	-3	-0.3	-1.2	-4
COc1ccc(C2c3c(n[nH]c3C)CC(C)(O)C2C(C)=O)cc1OC (stereo not given)	-0.4	-0.1	-2	0.0	0.1	1.5	-3	-2	-0.4	-1.3	-1
CCOC(=O)N1CCN(C(=O)CN(c2ccc(OCc3ccccc3)cc2)S(C)(=O)=O)CC1	-0.5	-0.7	3	-2.1	-1.1	-0.8	-2	-2	-0.1	-1.7	-4
Cc1ccc(-c2cn3cccnc3n2)cc1NC(=O)c1ccc(Br)o1	1.9	-0.9	i	-2.8	-1.4	1.4	-3	i	1.8	-2.5	-2
Cc1nc(SCc2ccccc2C#N)n[nH]1	-1.2	-0.2	-1	1.2	0.3	0.1	3	0	0.5	-1.2	2
O=C(NNC(=O)C12CC3CC(CC(C3)C1)C2)c1ccccc1O	-0.9	-0.2	-89	0.4	0.5	-0.1	1	-29	0.1	-1.7	-1
Cc1ccc(S(=O)(=O)Nc2ccc(N3CCOCC3)cc2)cc1C	-1.4	-1.3	0	-0.1	-0.3	0.5	-3	-5	1.1	-1.4	-2
C[C@H]1COC(=O)[C@@H](Cc2ccc(F)cc2)C/C=C\C[C@@H](CC(=O)N[C@@H](CO)Cc2ccccc2)C(=O)N1	1.7	-1.9	4	-1.7	-0.7	-1.1	2	-3	-3.5	-0.8	0
O=C(Nc1cccc(S(=O)(=O)Nc2ccccc2F)c1)c1ccc2ccccc2n1	1.8	-3.2	-4	-2.3	-1.5	-1.9	-1	0	-0.2	-1.5	-5
CC1(C)CC(=O)c2c(oc3cc(O)c(O)cc23)C1	-1.8	1.3	21*	-1.3	0.0	-0.8	3	2	3.4	-1.8	2
Cc1ccc(OCc2nnc(SCC(=O)Nc3ccc4c(c3)OCO4)n2C)cc1	2.2	0.6	-2	-0.8	1.2	1.9	-2	-2	1.7	-1.8	-4
COCCCOc1cc(NCc2ccccc2)c2ncn(C(C)C)c2c1	-1.5	-5.3	4	-0.9	-0.9	-1.3	5	5	2.6	-0.8	0
O=C(NCc1ccccc1)C1CCC(CNc2c(N3CCCCC3)c(=O)c2=O)CC1 (stereo not given)	0.4	1.0	2	0.3	0.6	1.9	-1	0	3.9	-1.4	0
CCCCCCCCCCC(=O)Nc1cccnc1	-2.1	-1.2	9	-0.6	-0.2	nt	2	1	nt	0.0	-4
O=C(COC(=O)c1ccccc1)NC1CCCCCC1	-1.0	-1.9	-10	-0.9	-0.1	0.6	4	-6	0.6	-0.5	3
O=c1c(Sc2ccccc2)c(C(F)(F)F)[nH]n1-c1ccccc1	-1.7	-3.6	0	0.2	-0.3	-0.5	-3	-2	1.0	-1.5	-1
COc1cccc(CNC(=O)c2ccc(COc3ccccc3)cc2)c1	-4.4	-0.3	8	-1.8	-2.7	-0.2	-3	2	-0.2	-1.3	-2
N#CCCN(C(=O)COC(=O)c1ccc2c(=O)n3c(nc2c1)CCC3)c1ccc(F)cc1	-0.7	-0.2	-31	0.0	0.5	-0.2	2	-12	-0.3	-1.6	-1
N#CC1=C(SCc2ccccc2)NC(=O)CC1c1ccco1 (stereo not given)	-2.2	-2.9	-8	-1.2	0.3	0.3	4	-4	-0.7	-1.3	-1
Cc1cccc(NC(=O)[C@H](Cc2ccccc2)NC(=O)OCc2ccccc2)c1	-1.3	0.8	-4	-2.0	0.9	1.3	-21	0	-0.9	-0.7	-3
CC(=O)c1ccc(N(CC(=O)NC2CCCC2)C(=O)CNC(=O)c2cccs2)cc1	-0.1	0.1	3	-1.8	0.0	-1.3	2	2	-1.0	-0.4	2
CCCCSc1oc(-c2ccco2)nc1S(=O)(=O)c1ccccc1	-2.5	0.1	-4	-2.4	-0.6	-1.5	4	-3	1.6	-1.3	-2
COc1cccc(N2CCN(C(=O)c3cc(-c4ccccc4)nc4c3cnn4C(C)C)CC2)c1	-1.7	2.9	6	-1.1	-1.5	-0.7	8	5	0.8	-1.6	-2
Cc1ccc(CNC(=O)C2CC(c3ccccc3[N+](=O)[O-])=NO2)o1 (stereo not given)	0.5	0.7	-7	3.2	0.1	-0.9	2	-5	1.2	-0.9	0
N#CC(Cc1cccs1)c1nc2ccccc2[nH]1 (stereo not given)	-0.1	2.0	-124	4.7	0.7	2.9	-1	-17	0.7	0.3	8.6*
COc1ccc([C@H]2CC(=O)C=C(c3cc(Br)ccc3OC)C2)cc1	-2.8	-1.4	5	-0.2	-0.3	1.6	-1	3	-1.0	-0.9	-1
Cc1ccc(S(=O)(=O)NC(CC(C)C)C(=O)N2CCCCCCC2)cc1 (stereo not given)	1.1	-0.9	-10	-0.7	-1.0	-0.6	-1	-5	3.2	-0.3	0
CCN(CC)C(=O)N1CCN(C(=O)N2CCOCC2)CC1	-1.4	-1.2	-1	-1.4	-0.2	0.0	nt	-2	1.5	-0.8	0
